FLuc inhib CS = Photinus pyralis luciferase inhibition counter-screen | ATPLite firefly luciferase biochemical luminescence, 10 min | inhibition, % at 10 µM | 200,000 compounds, 1.5% hits | AID 1006;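 active = inhibition above about 50% when tested at 10 µM, limit read from the data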
Target sequence (P08659 whole entry, looked up): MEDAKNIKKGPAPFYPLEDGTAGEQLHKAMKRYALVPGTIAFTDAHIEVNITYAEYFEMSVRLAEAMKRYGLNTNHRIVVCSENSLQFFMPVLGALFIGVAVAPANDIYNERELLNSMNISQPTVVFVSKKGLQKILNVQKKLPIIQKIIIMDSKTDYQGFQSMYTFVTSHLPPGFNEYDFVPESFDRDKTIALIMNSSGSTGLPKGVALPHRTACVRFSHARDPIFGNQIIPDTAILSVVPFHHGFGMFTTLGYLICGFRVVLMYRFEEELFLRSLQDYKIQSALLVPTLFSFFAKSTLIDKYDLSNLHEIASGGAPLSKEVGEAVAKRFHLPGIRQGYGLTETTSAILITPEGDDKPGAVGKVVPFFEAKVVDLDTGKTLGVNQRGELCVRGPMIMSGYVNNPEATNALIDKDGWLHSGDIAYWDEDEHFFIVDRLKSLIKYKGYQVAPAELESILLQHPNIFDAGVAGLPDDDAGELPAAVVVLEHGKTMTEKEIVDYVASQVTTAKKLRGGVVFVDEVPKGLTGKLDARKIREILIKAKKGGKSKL
FLuc stim CS = affects firefly luciferase, flagging false hits in luciferase stimulation screens; P08659; ATPlite luciferase biochemical, luminescence, 10 min; 0 = ATP-free wells, 1 = DMSO control; activation factor at 10 µM; 200,000 tested, under 10 active; AID 1027;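 active = luciferase activation factor, scaled between plate controls, of at least 2 with compound at 10 µM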
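Material: Luciferase/luciferin reagent mix; Doses: test compounds dosed from 2 mM stocks in 100% DMSO; Schedule: 10 min incubation after luciferase reagent addition, room temperature; Measured by: luminescence from luciferase reaction; Read-out: luminescence gain marking luciferase activators.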
G6PDH CS = inhibits Leuconostoc G6PDH, flagging false hits in G6PDH-based assays. Purified L. mesenteroides G6PDH, diaphorase/resazurin coupled fluorescence, 45 min. inhibition, % at 5 µM. 200,000 compounds, 0.12% hits. AID 1020; in the data active = inhibition above about 50%
Efa HMGR inh = inhibitors of class II HMG-CoA reductase from Enterococcus faecalis; inhibition, % at 10 µM; 190,000 compounds, 0.41% hits; purified E. faecalis HMGR, NADPH absorbance 340 nm kinetic;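 active = inhibition above a set limit, the median over all tested compounds plus 3 SD, cut at about 9.5% in these data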;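 note: enzyme runs in reverse so mevalonate oxidation gives rising NADPH absorbance; 0% = complete reaction with DMSO and 100% = background rate lacking mevalonate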
APP 5UTR inh = APP translation inhibition; SH-SY5Y APP 5'UTR-luciferase reporter, luminescence; inhibition, % at 2 µM; 190,000 compounds, 0.82% hits;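 active = inhibition above a set limit, derived from the sample mean plus 3 SD, cut at about 45% in these data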; note: values of inactives mirror those of a sister screen read the other way
Redox H2O2 prof = compounds producing H2O2 with reducing agent – biochemical, NIH compound library profiling, artefact control for MLSCN library redox annotation, primary screen; DTT-dependent redox cycling H2O2, phenol red/HRP absorbance; 100% = 100 µM peroxide control, 0% = buffer; AID 878; activation, % at 10 µM; 200,000 compounds, 0.03% hits;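 active = activation of at least 50% relative to the plate's high and low controls in the primary single-dose screen; inactive = activation below 50%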;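 note: compound incubated with DTT at 0.8 mM final as the reducing agent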
Hsp70 act = switches on Hsp70 transcription. AID 1203. HeLa Hsp70 promoter luciferase reporter, luminescence; scaled: vehicle 0, proteasome-inhibitor control 100%. 200,000 compounds, 0.04% hits. activation, % at 10 µM;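 active = activation above the mean across all tested compounds plus 3 SD, cutoff set per campaign, cut at about 5.5% in these data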;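 note: 100% = MG132 at 30 µM as the positive control and 0% = DMSO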
APP 5'UTR act = APP 5'UTR luciferase reporter activation; 190,000 compounds, 1% hits; SH-SY5Y APP 5'UTR luciferase reporter, luminescence; zero percent = DMSO vehicle wells; activation, % at 2 µM;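 active = activation above a set limit, based on mean plus 3 SD of controls, cut at about 140% in these data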; note: values of inactives mirror those of a sister screen read the other way
NF-kB neuron act = compounds increasing NF-kB expression in human neuronal cells; NF-kB reporter expression; stronger effect = higher value; fold change at 12.5 µM; 190,000 compounds, 1.6% hits; in the data active = fold change above about 3.3
STAT1 act = activators of IFN-gamma induced STAT1 signaling; activation (% of control), % at 5.5 µM; NIH 3T3 STAT1-luciferase reporter, luminescence; 100% = IFN-gamma alone, no compound; AID 932; 200,000 compounds, 2.6% hits;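 active = activation above the screen-wide mean activation plus 3 SD, cut at about 130% in these data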;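 note: raw ratio to IFN-gamma control signal so 100% means no change and 0% no light; values of inactives mirror those of a sister screen read the other way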
* hit, by the source's call; nt = not tested or not shown.

SMILES | FLuc inhib CS | FLuc stim CS | G6PDH CS | Efa HMGR inh | APP 5UTR inh | Redox H2O2 prof | Hsp70 act | APP 5'UTR act | NF-kB neuron act | STAT1 act
O=C(NCCn1cc(SCc2ccc(F)cc2)c2ccccc21)c1ccccc1F | -5 | 1.1 | 8 | -2 | -9 | 0.6 | 0.0 | 9 | 0.81 | 89
CCOc1ccc(OCCCCOc2ccccc2C(C)=O)cc1 | -7 | 1.1 | -16 | -3 | 16 | -0.8 | -0.1 | -16 | 1 | 105
O=C(CCCCn1c(=O)[nH]c2ccccc2c1=O)N1CCN(c2ncccn2)CC1 | -5 | 1.1 | 13 | -2 | 17 | 0.7 | -0.4 | -17 | 1.3 | 90
O=C(Nc1ccccc1Cl)c1ccc(Cl)cc1Cl | 7 | 0.9 | 1 | -1 | -12 | 0.1 | 0.2 | 12 | 2.2 | 120
CN(C)CCNC(=S)Nc1ccccc1Cl | -6 | 1.1 | -10 | -1 | 19 | -0.1 | 0.0 | -19 | 1.1 | 107
O=C(NCc1cccnc1)c1cccc(S(=O)(=O)N2CCOCC2)c1 | -6 | 1.1 | 4 | 2 | 0 | -0.2 | -0.4 | 0 | 1.1 | 104
CCC(=O)N1CCc2cc(Br)cc(S(=O)(=O)NCCN3CCCCC3C)c21 (stereo unspecified) | -8 | 1.1 | -4 | 3 | -6 | -0.6 | -0.1 | 6 | 0.99 | 104
O=C(C1=C(O)C(=O)N(CCN2CCOCC2)C1c1cccnc1)c1cc2ccccc2o1 (stereo unspecified) | -9 | 1.1 | 10 | -2 | 4 | 0.0 | -0.3 | -4 | 0.9 | 98
Cc1ccc2nc(C(F)OC(F)(F)F)[nH]c2c1 (stereo unspecified) | 8 | 0.9 | 11 | -6 | 27 | -0.3 | -0.1 | -27 | 1.1 | 98
O=C(CN1CCC(c2nc3ccccc3s2)CC1)NCc1cccs1 | 9 | 0.9 | 11 | -6 | 2 | 0.8 | -0.1 | -2 | 1.1 | 89
CC(C)c1ccc2[nH]c(O)c(N=NC(=O)c3cccc(S(=O)(=O)Nc4ccc(Cl)cc4)c3)c2c1 | 0 | 1 | 4 | 0 | 6 | -0.9 | -0.3 | -6 | 1 | 108
Cc1ccc(/C=N/NC(=O)C(C)NC(=O)c2ccccc2)cc1 (stereo unspecified) | -4 | 1 | -1 | -3 | 22 | -0.3 | -0.3 | -22 | 0.77 | 100
Cc1ccc(S(=O)(=O)Nc2ccccc2C(=O)Nc2nc(-c3ccc(F)cc3)cs2)cc1 | 2 | 1 | 13 | -2 | 0 | -0.3 | -0.4 | 0 | 0.38 | 73
O=C(CSc1nccn1-c1ccc(Cl)cc1)Nc1ccc2c(c1)OCO2 | 1 | 1 | 3 | 4 | 9 | -1.1 | -0.1 | -9 | 1.4 | 101
CCC(=O)Nc1ccc(C(=O)Nc2c[nH]c(=O)[nH]c2=O)cc1 | -5 | 1.1 | 9 | -4 | -3 | -0.6 | -0.1 | 3 | 1 | 107
Cc1cc(/C=N/Nc2ccc([N+](=O)[O-])cn2)c(C)n1-c1ccccc1 | -2 | 1 | 4 | -5 | -8 | 2.9 | 0.0 | 8 | 1.3 | 125
Cc1ccc(/C([O-])=C(/C(=S)NCCN2CCOCC2)[n+]2ccccc2)cc1[N+](=O)[O-] | -3 | 1 | 3 | 0 | 2 | 0.1 | 0.0 | -2 | 1.1 | 104
CC(C)OCCCNC(=O)C1CCC(CNS(=O)(=O)c2ccc(Cl)cc2)CC1 (stereo unspecified) | -8 | 1.1 | 0 | -2 | -20 | 0.1 | -0.3 | 20 | 0.9 | 105
CC1CCN(C(=O)C2CCN(S(=O)(=O)c3cccc4nsnc34)CC2)CC1 | -5 | 1.1 | -7 | -2 | -7 | -1.0 | -0.1 | 7 | 1.2 | 95
CN(Cc1cn(Cc2ccccc2)nc1-c1ccc2c(c1)OCO2)Cc1nccn1C | -7 | 1.1 | 15 | -2 | -22 | -0.9 | 0.4 | 22 | 0.82 | 96

Rewritten with two lines to a compound: part of the list above
Results follow in this order: FLuc inhib CS, FLuc stim CS, G6PDH CS, Efa HMGR inh, APP 5UTR inh, Redox H2O2 prof, Hsp70 act, APP 5'UTR act, NF-kB neuron act, STAT1 act
> CN(C)CCNC(=S)Nc1ccccc1Cl
→ -6, 1.1, -10, -1, 19, -0.1, 0.0, -19, 1.1, 107
> Cc1ccc(S(=O)(=O)Nc2ccccc2C(=O)Nc2nc(-c3ccc(F)cc3)cs2)cc1
→ 2, 1, 13, -2, 0, -0.3, -0.4, 0, 0.38, 73
> O=C(CN1CCC(c2nc3ccccc3s2)CC1)NCc1cccs1
→ 9, 0.9, 11, -6, 2, 0.8, -0.1, -2, 1.1, 89
> O=C(Nc1ccccc1Cl)c1ccc(Cl)cc1Cl
→ 7, 0.9, 1, -1, -12, 0.1, 0.2, 12, 2.2, 120

Next part:
SMILES | FLuc inhib CS | FLuc stim CS | G6PDH CS | Efa HMGR inh | APP 5UTR inh | Redox H2O2 prof | Hsp70 act | APP 5'UTR act | NF-kB neuron act | STAT1 act
CCc1ccccc1NC(=S)N(Cc1cccs1)C1CCCC1 | -4 | 1 | 11 | -6 | -11 | -0.1 | 0.0 | 11 | 1.1 | 101
COc1ccccc1N(CC(O)Cn1c2ccccc2c2ccccc21)S(=O)(=O)c1ccccc1 (stereo unspecified) | 2 | 1 | 0 | 2 | -3 | 1.4 | -0.3 | 3 | 1.2 | 98
CSc1nc2ccccc2n1CC(=O)N1CCCCC1 | -3 | 1 | 8 | -1 | -4 | 2.0 | 0.0 | 4 | 0.88 | 106
Cc1ccc(CNC(=O)CSc2nc3ccccc3c3nc(C)nn23)cc1 | -4 | 1 | 2 | -2 | 10 | -1.4 | 0.0 | -10 | 1.1 | 106
Cc1cc(C)n(-c2nc(NCC3CCCO3)c3c4c(sc3n2)COC(C)(C)C4)n1 (stereo unspecified) | 1 | 1 | 0 | 3 | 9 | 0.0 | -0.2 | -9 | 0.39 | 95
COC(=O)c1cc(C(=O)c2cccc(Cl)c2Cl)cn1C | -5 | 1 | 3 | -1 | -6 | 1.6 | -0.3 | 7 | 0.94 | 98
O=C(O)COc1ccc(NC(=O)c2ccco2)cc1 | 6 | 0.9 | 8 | -1 | -2 | -1.2 | 0.2 | 2 | 1.3 | 100
NC(=O)C1CCN(C2CC(=O)N(Cc3ccc(N4CCCC4=O)cc3)C2=O)CC1 (stereo unspecified) | -3 | 1 | 8 | 1 | 9 | -0.1 | -0.6 | -9 | 1 | 95
O=C(CSc1ncn[nH]1)N1N=C2/C(=C/c3ccccc3)CCCC2C1c1ccccc1 (stereo unspecified) | -5 | 1.1 | -12 | 4 | 12 | 0.6 | -0.3 | -12 | 0.63 | 101
N/C(=N\OC(=O)c1ccc(Cl)cc1Cl)c1ccc(Cl)cc1 | 54* | 0.5 | 2 | -4 | -15 | 1.1 | 0.2 | 15 | 1.5 | 128
O=C1COc2ccc(C(=O)c3ccccc3C(=O)O)cc2N1 | -4 | 1 | 2 | -1 | -24 | -0.6 | -0.4 | 24 | 1.2 | 89
CSc1[nH]c(=O)c(C(=O)O)cc1C#N | -4 | 1 | 10 | 0 | -17 | 2.7 | -0.2 | 17 | 1.2 | 101
CCOC(=O)Cn1c(N)c(C(=O)OC)sc1=S | -4 | 1 | 9 | 1 | 6 | -0.2 | -0.1 | -6 | 1 | 102
CCn1c(=O)c2c(nc(SCC(=O)NCC3CCCO3)n2C)n(C)c1=O (stereo unspecified) | -6 | 1.1 | 7 | -4 | -13 | 1.7 | 0.2 | 13 | 1.4 | 103
Oc1ccccc1/C=N/N1CCCCC1 | 13 | 0.9 | -1 | -3 | 4 | -2.4 | 0.1 | -4 | 1.2 | 115
Cc1sc(NC(=O)CSc2nc(O)cc(=O)[nH]2)nc1-c1ccccc1 | -2 | 1 | 7 | -2 | 4 | 2.1 | 1.0 | -3 | 1.2 | 101
O=C(NCc1ccco1)C1CCN(S(=O)(=O)N2CCC3(CC2)OCCO3)CC1 | -8 | 1.1 | -20 | 1 | 0 | -0.2 | -0.3 | 0 | 1.7 | 99
O=C(CSc1nc(-c2ccccc2)nc2ccccc12)Nc1cccc(C(=O)O)c1 | -4 | 1 | 2 | -3 | -1 | -0.4 | -0.1 | 1 | 0.93 | 104
CCc1ccccc1NC(=O)N[C@H](C(=O)O)C(C)CC (stereo partly specified) | -1 | 1 | 2 | -2 | 13 | 0.3 | -0.1 | -13 | 1.2 | 100
CC1CCCN(C(C(=O)NC2CCCCC2)c2cc3c(cc2[N+](=O)[O-])OCO3)C1 (stereo unspecified) | 4 | 1 | 9 | 5 | 1 | 0.0 | -0.6 | -1 | 0.7 | 110
CC(=O)Nc1ccc(Oc2ncccn2)c(Cl)c1 | -2 | 1 | 0 | 3 | 2 | 0.0 | -0.1 | -2 | 1.1 | 97
C=CCOc1c(CNc2ccc(C(=O)O)cc2)cccc1OCC | -2 | 1 | 6 | -3 | -4 | 0.5 | 0.0 | 4 | 1.6 | 114
CC(=O)N(CC1CCCO1)c1nnc(-c2ccccn2)s1 (stereo unspecified) | -9 | 1.1 | 8 | -4 | -28 | 2.0 | -0.2 | 28 | 1.6 | 102
COc1ccc(N2C(=O)C(Cl)=C(Nc3ccc(OC)cc3OC)C2=O)cc1 | -3 | 1 | 4 | -5 | -9 | -0.8 | -0.1 | 9 | 1.4 | 106
CCn1nccc1C(=O)Nc1nc2ccccc2n1CCN1CCCCC1 | -7 | 1.1 | 5 | 2 | 2 | 0.1 | -0.3 | -2 | 0.8 | 97
COc1cc(S(=O)(=O)n2nnc3ccccc32)c(OC)cc1Cl | -4 | 1 | 6 | -1 | 5 | 0.8 | -0.1 | -5 | 1.4 | 80
Cc1ccc(C(=O)C(C)Sc2nnc(N)s2)cc1 (stereo unspecified) | -2 | 1 | -2 | -5 | 5 | -0.9 | -0.3 | -5 | 1.4 | 101
CCn1ccnc1CN(C)C(=O)CCc1nnc(CCCc2ccccc2)o1 | -6 | 1.1 | 6 | -3 | -24 | -1.1 | -0.2 | 24 | nt | 103
COc1ccc(CNC(=O)C(c2cccs2)N(C(=O)c2csnn2)C2CC2)cc1 (stereo unspecified) | -10 | 1.1 | 15 | -1 | -11 | 1.3 | -0.5 | 11 | 0.81 | 95
CCOC(=O)c1ccc(N=c2sc(C(=O)OC)cc(=O)n2Cc2ccco2)cc1 | -1 | 1 | -18 | 3 | -3 | -1.1 | 1.0 | 3 | 3 | 112
Cc1cc(C(=O)OCC(=O)Nc2c(F)cccc2F)c(C)n1-c1ccccc1 | 8 | 0.9 | 4 | 4 | -56 | -0.5 | -0.1 | 56 | 2.1 | 97
Cc1cc(C)n2c(=S)[nH]nc2n1 | 3 | 1 | 2 | 0 | -10 | 0.7 | -0.2 | 10 | 1.1 | 105
CCN(CC)c1ccc(NC(=O)c2ccc3c(c2)c(C)c(C)n3C)cc1 | 15 | 0.9 | 5 | -2 | -18 | -0.4 | -0.2 | 18 | 0.94 | 110
COCCN1C(=O)N[C@@H](c2ccco2)C(C(C)=O)=C1C | -10 | 1.1 | 18 | -1 | -10 | 0.5 | -0.3 | 10 | 1.2 | 103
CCOC(=O)N1CCN(C(=O)CN2C(=O)COc3ccc(C(C)(C)C)cc32)CC1 | -3 | 1 | 13 | -2 | -9 | 0.1 | -0.3 | 9 | 0.96 | 100
N#Cc1nc(-c2ccccc2F)oc1NCCc1ccccn1 | -3 | 1 | 4 | 1 | nt | nt | nt | nt | 1.2 | nt
